High-throughput results as filed in PubChem.
GalR3 antag = antagonists of human GalR3 | HEK293 GalR3-CNG cAMP membrane potential fluorescence; galR3 body fused to GalR1 C-terminus | 0.44% of 360,000 active | inhibition, % at 3 µM | AID 651719 | O60755;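 active means inhibition above the screen-wide average plus 3 SD, cut at about 13% in these data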;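 further: forskolin and galanin both at EC90 stimulate the cells; cAMP rise reported by CNG channel membrane potential dye signal; 0% = forskolin plus galanin with DMSO and 100% = forskolin alone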
CRFR2-BP ag = agonists of human CRF-binding protein/CRF-R2 receptor complex. HEK293 CRF-R2/CRF-BP, calcium dye fluorescence (FLIPR); percent of saturating CRF peptide response. activation, % at 13.2 µM. 0.46% of 350,000 active;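 active means activation of at least 50%, plus an integration ratio under a set limit after plate pattern correction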;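 further: plate controls were neutral control wells without compound for no effect and CRF at EC100 for full effect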
MEKK3 PB1 HTS = raises or lowers MEK5 binding to the human MEKK3 PB1 domain; Q99759; bead-based flow cytometry, Alexa488-MEK5 binding to MEKK3; actives lie on both sides; 0 = blocked by unlabeled MEK5, 100 = vehicle; binding response (% of control), % at 10 µM; 1.4% of 290,000 active; AID 1529;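 active means binding response more than 3 SD above or below the average of its plate-row segment, actives on both sides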;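 further: Alexa488 bead fluorescence after subtracting the streptavidin-only scavenger bead signal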
Target sequence (Q99759 whole entry, looked up, the tested form may be a part): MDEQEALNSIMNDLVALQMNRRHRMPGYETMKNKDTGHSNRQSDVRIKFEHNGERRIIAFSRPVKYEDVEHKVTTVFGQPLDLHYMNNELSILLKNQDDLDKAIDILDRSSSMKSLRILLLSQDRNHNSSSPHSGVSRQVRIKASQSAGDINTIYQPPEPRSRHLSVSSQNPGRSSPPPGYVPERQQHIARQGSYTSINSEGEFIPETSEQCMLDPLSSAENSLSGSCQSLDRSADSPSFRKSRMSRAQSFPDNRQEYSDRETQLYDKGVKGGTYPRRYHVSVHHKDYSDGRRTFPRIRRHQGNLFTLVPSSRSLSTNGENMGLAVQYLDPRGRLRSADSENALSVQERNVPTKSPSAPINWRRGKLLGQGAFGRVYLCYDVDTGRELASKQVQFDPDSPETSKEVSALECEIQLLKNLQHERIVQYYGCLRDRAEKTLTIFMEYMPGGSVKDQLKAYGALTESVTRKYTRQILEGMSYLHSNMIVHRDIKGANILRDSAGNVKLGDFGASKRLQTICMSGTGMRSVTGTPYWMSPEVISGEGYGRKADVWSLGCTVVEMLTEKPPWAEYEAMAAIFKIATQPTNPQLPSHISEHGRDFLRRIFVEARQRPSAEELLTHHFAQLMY
NS3 helicase inh = inhibitors of Hepatitis C virus NS3 helicase; NS3 helicase DNA unwinding, Cy5 molecular beacon fluorescence; inhibition, % at 10.9 µM; 0.56% of 290,000 active; AID 1800;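 active means inhibition above the mean of all tested compounds plus 3 SD, set per campaign, cut at about 35% in these data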;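 further: 0% = DMSO wells and 100% = thioflavine S control wells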
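test system = hepatitis C virus NS3 helicase domain fragment enzyme | reagent = annealed dual-labelled DNA beacon duplex, ATP-started | times = 1 h at 25 °C | detection = Cy5 fluorescence, 0 and 60 min reads | read-out basis = percent inhibition from t60/t0 fluorescence ratio | control set = DMSO and thioflavine S | replication = one well per compound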
FID counter = counter-screen for HCV NS3 helicase inhibitors: DNA intercalator displacement | DNA fluorescent intercalator displacement, fluorescence | inhibition, % at 7.9 µM | 0.17% of 290,000 active; in the data active means inhibition above about 37%;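 further: 0% = vehicle and 100% = reference compound; higher means more ethidium bromide displaced from hairpin DNA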
SUMO HTRF inh = inhibitors of human SUMOylation (UBC9). P63279. HTRF SUMOylation assay, SAE1/SAE2 + UBC9, in vitro. inhibition, % at 35 µM. 0.36% of 290,000 active. AID 2006; in the data active means inhibition above about 50%, passing the limit was not always enough; further: strong numbers were not always called active
Target sequence (P63279 whole entry, looked up): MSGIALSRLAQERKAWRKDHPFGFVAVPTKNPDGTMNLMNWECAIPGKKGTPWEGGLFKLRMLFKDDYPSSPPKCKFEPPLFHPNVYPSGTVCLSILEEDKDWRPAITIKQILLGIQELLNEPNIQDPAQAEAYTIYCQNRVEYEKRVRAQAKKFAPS
MEKK2wt PB1 HTS = raises or lowers MEK5 binding to wildtype human MEKK2 PB1 domain. Q9Y2U5. bead flow cytometry, Alexa488-MEK5 binding to MEKK2 WT; actives lie on both sides. 1.1% of 290,000 active. AID 1531. binding response (% of control), % at 10 µM; in the data active means binding response below about 67% or above about 130%
MEKK2 mut-MEK5 = signal of MEK5 binding to mutant human MEKK2 PB1 domain. bead flow cytometry, Alexa488-MEK5 binding to MEKK2 mutant. percent response, % at 10 µM. 0.35% of 290,000 active. AID 1530; in the data active means percent response above about 24%, passing the limit was not always enough; further: inactives centre near 1; some results filed as inactive read as strong as hits
CRFR2-BP antag = blocks CRF-induced signaling of the CRF-BP/CRF-R2 complex. HEK293 CRF-R2/CRF-BP, CRF-induced calcium fluorescence. AID 588475. 0.59% of 350,000 active. inhibition, % at 11.8 µM;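 active means inhibition of the ligand-induced calcium signal above about 50% at the single tested concentration, limit read from the data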
Starred values were filed as active, the others as inactive; . = not tested or not shown; & = joins results of further samples; [ ] = dose if it differs, or a comment. An excerpt, so the mix of outcomes need not match the whole.

1) NS(=O)(=O)c1ccc(NC2=CC(c3ccc(F)cc3)N(c3ccc(S(N)(=O)=O)cc3)C2=O)cc1 (centres undefined)
2) CCOC(=O)c1c(-c2ccccc2)[nH]c2ccc(O)cc12
3) CC(C(=O)NC(C)(C)C)N(C(=O)CS(=O)CC(=O)Nc1ccc(F)cc1)C1CCCC1 (centres undefined)
4) O=C(NCc1ccncc1)c1c(F)c(F)c(F)c(F)c1F
5) Cc1cccc(OCC(=O)NCC(=O)n2nc(C)cc2C)c1
6) O=C(CCN1CCc2ccccc2C1)Nc1ccc2c(c1)OCO2
7) Cc1ccccc1NCC(=O)N/N=C\C=C\c1cccc([N+](=O)[O-])c1
8) COc1ccc(C2Nc3ccccc3C(=O)N2Cc2ccccc2)cc1CSc1ccccn1 (centres undefined)
9) Cc1ccc(C(=O)N2N=C(CC(C)C)CC2(O)C(F)(F)F)o1 (centres undefined)
10) CC1CCN(C(=O)CSc2n[nH]c(-c3cccs3)n2)CC1
entry no.	1	2	3	4	5	6	7	8	9	10
GalR3 antag	-3	-2	-4	-6	-3	-2	-6	-4	-4	-2
CRFR2-BP ag	0.9	-5.2	1.3	-0.1	-1.3	-1.1	-1.8	1.0	2.7	0.2
MEKK3 PB1 HTS	78	98	98	97	108	113	102	.	73	100
NS3 helicase inh	20	-2	-1	2	1	-8	4	-8	-5	-1
FID counter	-10	0	-29	-9	-2	3	-1	3	-1	-17
SUMO HTRF inh	2	15	1	21	10	9	14	-23	4	4
MEKK2wt PB1 HTS	85	100	99	99	113	109	98	.	82	101
MEKK2 mut-MEK5	-4	-1	-2	0	12	5	0	.	-9	4
CRFR2-BP antag	1	-14	-7	-12	5	4	15	28	-6	-5

11) CC(=O)Cc1nsc(NC(=O)c2ccc(COc3ccccc3C)o2)n1
12) CC(C)C(OC(=O)c1ccc(Cl)nc1)C(=O)NC1CCCCC1 (centres undefined)
13) COCCn1c(N)c(N(Cc2ccccc2)C(=O)CN2C(=O)NC(C)(c3ccccc3)C2=O)c(=O)[nH]c1=O (centres undefined)
14) COc1ccc(C(=O)Nc2ccc(N3CCCC3)cc2)cc1OC
15) Cc1ccc(OCc2cc(C(=O)N(C)Cc3nccn3C)no2)cc1C
16) COc1ccccc1NC(=O)c1cc(S(=O)(=O)NC2CCCC2)ccc1F
17) Cc1cccc(Nc2n[nH]c(=S)s2)c1C
18) O=C(C1CC(Cl)CN1S(=O)(=O)c1ccc(Cl)cc1)N1CCOCC1 (centres undefined)
19) CCOC(=O)CC(NS(=O)(=O)Cc1ccccc1)c1ccc(C)cc1 (centres undefined)
20) COc1ccccc1C(=O)C1CCCN(C(=O)c2ccco2)C1 (centres undefined)
entry no.	11	12	13	14	15	16	17	18	19	20
GalR3 antag	-7	-5	-3	-4	-5	-9	-2	-3	-4	6
CRFR2-BP ag	-2.3	-0.9	-8.7	0.8	-1.6	0.0	0.2	-1.3	-3.7	-0.3
MEKK3 PB1 HTS	97	103	103	93	96	98	101	65	99	99
NS3 helicase inh	15	5	1	-23	17	-6	6	7	-2	9
FID counter	-15	-2	-21	-1	2	-34	-6	-1	-27	-19
SUMO HTRF inh	28	-3	6	-6	-1	-7	7	9	7	-4
MEKK2wt PB1 HTS	98	103	103	93	96	95	98	74	99	99
MEKK2 mut-MEK5	6	4	6	-1	-11	-2	1	-11	-2	3
CRFR2-BP antag	35	6	3	19	-11	20	-4	-20	12	13

21) Cc1cc(-n2c(=S)sc3c(=O)n(-c4ccc(F)cc4)c(SCC(=O)O)nc32)ccc1Cl
22) C=CCn1c(SCC(=O)c2ccc(O)c(O)c2)nnc1-c1cccnc1
23) C/C=C/C(=O)Nc1cccc(C2=NOC3(C2)C[C@@H](C(N)=O)N(C(=O)/C(C)=C/C)C3)c1 (some centres undefined)
24) Cc1ccc(NC(=O)c2ccc(CSc3nnc(-c4ccncc4)n3C)cc2)c(C)c1
25) COc1cc(C(=O)NC2CCCNC2)cc(OC)c1OC (centres undefined)
26) Cc1cc(C)c(OCC(=O)Nc2cccc(NC(=O)c3ccco3)c2)c(Br)c1
27) Cc1cc(NS(=O)(=O)c2cccs2)no1
28) O=C(Nc1cccnc1)c1cccc(F)c1
29) COC(=O)c1sccc1NC(=O)Nc1ccc(Cl)c(Cl)c1
30) CC1SCC(NC(=O)c2ccccc2Cl)CS1 (centres undefined)
entry no.	21	22	23	24	25	26	27	28	29	30
GalR3 antag	-9	-3	-3	-1	.	-2	-5	-2	-5	-2
CRFR2-BP ag	-0.3	-0.4	-0.4	-2.2	.	-0.5	-0.2	-0.8	6.5	0.3
MEKK3 PB1 HTS	90	103	102	104	103&103	94	2.0*[inhibitor]	102	100	104
NS3 helicase inh	-13	7	.	-3	-8	-5	7	-2	2	-3
FID counter	-9	-16	.	-13	-1	-25	3	2	4	-3
SUMO HTRF inh	8	9	23	18	-2	-35	-2	4	2	-2
MEKK2wt PB1 HTS	95	104	106	107	101&103	95	2.0*[inhibitor]	101	108	96
MEKK2 mut-MEK5	-3	-1	6	3	2&3	4	-18	-2	9	0
CRFR2-BP antag	-15	-2	-5	19	.	22	19	7	1	-4

31) Cc1ccc(NCC(=O)Nc2ccc(Br)cc2)cc1F
32) CC1C(=O)N2CCCc3cc(S(=O)(=O)N4CCN(c5ccc(F)cc5)CC4)cc1c32 (centres undefined)
33) CCc1nnc(NC(=O)CSc2nnc(-c3ccc(OC)cc3)n2C)s1
34) N/C(=N\OC(=O)c1ccc(Cl)cc1)c1[nH]ncc1Br
35) CC(C)(C)c1ccc(NC(=O)c2cc[n+]([O-])cc2)cc1
36) Cc1cccc(NC(=O)C2CCN(C(=O)c3ccco3)CC2)c1C
37) CN(C)c1ccc(/C=N/NC(=O)CN2CCN(c3ccc(F)cc3)CC2)cc1
38) COc1ccccc1Cn1c(=S)[nH]c2cc(C(=O)N3CCN(C)CC3)ccc2c1=O
39) COc1ccc(-c2csc3ncnc(N4CCN(c5cccc(Cl)c5)CC4)c23)cc1
40) O=C(Nc1ccccc1C(F)(F)F)c1ccccn1
entry no.	31	32	33	34	35	36	37	38	39	40
GalR3 antag	-5	-7	-6	-3	3	-6	.	.	.	0
CRFR2-BP ag	-1.9	-3.7	-1.0	-4.5	-0.8	-0.4	.	6.1	1.0	-2.4
MEKK3 PB1 HTS	101	105	97	98	98	103	93	95	102	94
NS3 helicase inh	-7	0	-9	1	-3	-14	2	-6	0	-2
FID counter	3	-20	-15	-4	-8	-8	-6	-3	-9	-7
SUMO HTRF inh	-22	16	2	-8	4	27	-22	27	5	8
MEKK2wt PB1 HTS	106	101	95	100	97	102	96	99	98	87
MEKK2 mut-MEK5	5	0	-3	1	-5	4	-2	-3	-3	-14
CRFR2-BP antag	-9	8	2	-16	-6	3	.	-3	-30	9

4 compounds out of the list, ordered by count of non-hydrogen atoms, lowest first.
17) Cc1cccc(Nc2n[nH]c(=S)s2)c1C
28) O=C(Nc1cccnc1)c1cccc(F)c1
19) CCOC(=O)CC(NS(=O)(=O)Cc1ccccc1)c1ccc(C)cc1 (centres undefined)
24) Cc1ccc(NC(=O)c2ccc(CSc3nnc(-c4ccncc4)n3C)cc2)c(C)c1
entry no.	17	28	19	24
GalR3 antag	-2	-2	-4	-1
CRFR2-BP ag	0.2	-0.8	-3.7	-2.2
MEKK3 PB1 HTS	101	102	99	104
NS3 helicase inh	6	-2	-2	-3
FID counter	-6	2	-27	-13
SUMO HTRF inh	7	4	7	18
MEKK2wt PB1 HTS	98	101	99	107
MEKK2 mut-MEK5	1	-2	-2	3
CRFR2-BP antag	-4	7	12	19

(cont.)
41) C#CCOCCOCCOCCNc1nc(N2CCN(C(=O)C(Cc3ccc(O)cc3)n3cc(C(N)CC(C)C)nn3)CC2)nc(N2CCN(C(=O)C(Cc3cc4ccccc4[nH]3)n3cc(C(N)Cc4ccc(O)cc4)nn3)CC2)n1 (centres undefined)
42) C#CC1(NC(=O)NC(C)(C)C)CCCCC1
43) O=C(Nc1ccc2c(c1)oc1ccccc12)c1ccc2c(c1)OCO2
44) CCCn1c(-c2ccc[nH]c2=O)nc2cc(C)c(C)cc21
entry no.	41	42	43	44
GalR3 antag	.	-2	-5	-4
CRFR2-BP ag	.	-0.5	1.6	-0.1
MEKK3 PB1 HTS	117	103	100	102
NS3 helicase inh	-63	-6	-7	5
FID counter	40*	-3	3	-11
SUMO HTRF inh	-28	1	13	33
MEKK2wt PB1 HTS	258*	98	98	99
MEKK2 mut-MEK5	112*	6	-2	5
CRFR2-BP antag	.	10	-12	-15

Another view of 2 compounds above.
42: C#CC1(NC(=O)NC(C)(C)C)CCCCC1
- GalR3 antag: -2
- CRFR2-BP ag: -0.5
- MEKK3 PB1 HTS: 103
- NS3 helicase inh: -6
- FID counter: -3
- SUMO HTRF inh: 1
- MEKK2wt PB1 HTS: 98
- MEKK2 mut-MEK5: 6
- CRFR2-BP antag: 10
43: O=C(Nc1ccc2c(c1)oc1ccccc12)c1ccc2c(c1)OCO2
- GalR3 antag: -5
- CRFR2-BP ag: 1.6
- MEKK3 PB1 HTS: 100
- NS3 helicase inh: -7
- FID counter: 3
- SUMO HTRF inh: 13
- MEKK2wt PB1 HTS: 98
- MEKK2 mut-MEK5: -2
- CRFR2-BP antag: -12

By substructure: those above containing a CF3 group.
9) Cc1ccc(C(=O)N2N=C(CC(C)C)CC2(O)C(F)(F)F)o1 (centres undefined)
40) O=C(Nc1ccccc1C(F)(F)F)c1ccccn1
entry no.	9	40
GalR3 antag	-4	0
CRFR2-BP ag	2.7	-2.4
MEKK3 PB1 HTS	73	94
NS3 helicase inh	-5	-2
FID counter	-1	-7
SUMO HTRF inh	4	8
MEKK2wt PB1 HTS	82	87
MEKK2 mut-MEK5	-9	-14
CRFR2-BP antag	-6	9
